D1 ag: human D1 receptor agonism. actives 1% (n = 360,000). HEK293 T-REx D1 cells, calcium flux, agonist mode. P21728. activation, % at 2 µM; in the data active = activation above about 30%; also: 0% is about no effect
Target sequence (P21728 whole entry, looked up): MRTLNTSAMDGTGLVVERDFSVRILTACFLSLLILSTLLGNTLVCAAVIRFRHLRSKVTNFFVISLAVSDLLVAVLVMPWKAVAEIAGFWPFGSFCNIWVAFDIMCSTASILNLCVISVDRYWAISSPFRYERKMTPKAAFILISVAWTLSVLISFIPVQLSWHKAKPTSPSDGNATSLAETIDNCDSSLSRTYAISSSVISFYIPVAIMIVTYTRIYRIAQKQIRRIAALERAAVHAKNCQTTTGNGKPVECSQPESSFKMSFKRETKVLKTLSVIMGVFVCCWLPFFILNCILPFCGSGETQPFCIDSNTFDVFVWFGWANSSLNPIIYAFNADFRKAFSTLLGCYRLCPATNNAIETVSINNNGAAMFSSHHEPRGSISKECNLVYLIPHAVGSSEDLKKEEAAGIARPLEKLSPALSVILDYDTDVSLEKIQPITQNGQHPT
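Agonism was scored from calcium flux recorded over 180 s (1 read/s) after pintool compound addition, following a 10-cycle baseline. Cells were inducible force-coupled HEK293 TREx D1, plated overnight at 30 C and loaded with no-wash calcium dye.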
D2 PAM: positive allosteric modulators of human D2 dopamine receptor; HEK293 T-REx D2, calcium flux, EC20 dopamine potentiation; actives 0.34% (n = 340,000); AID 485347; P14416; potentiation, % at 10 µM;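 active = potentiation over 3 SD above the plate norm, cut at about 30% in these data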; also: 0% is about no effect
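Tetracycline-induced HEK293 T-REx cells force-coupled to calcium signalling expressed D2; compounds were pin-added after a 10 s baseline, read kinetically 180 s, then an EC20 dopamine challenge followed with a further 180 s calcium read.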
RXFP1 agonist: RXFP1 (human) receptor agonism; Q9HBX9; HEK293T-RXFP1 cAMP TR-FRET, 30 min; response scale: percent of porcine relaxin response, buffer zero; Potency, µM (series often up to 57.5 µM), without a hit: at the top dose activation, hits mostly activators; actives 0.3% (n = 370,000); active = well fitted activation curve with a large enough effect; inconclusive = small, poorly fitted or top-dose-only effect; also: potency is read from the fitted curve at half-maximal effect; % is scaled to controls: 0 for no effect and ±100 for the full control effect; nearly all actives have a fitted effect of over 60% in size; many of its hits are not listed in these tables
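Agonist response is measured as cAMP accumulation in an RXFP1-transfected HEK293T line under PDE4 inhibition. Values are scaled between buffer-only and 29 nM porcine relaxin, and EC50s come from standard Hill equation fits.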
D1 antag: antagonists of human D1 dopamine receptor | activity change, negative = inhibition, % at 10 µM | actives 3.2% (n = 360,000) | AID 504652 | HEK293 TREx D1 cells, calcium flux, dopamine EC80; hits give low values; in the data active = activity change below about -30%; also: % is scaled to controls: 0 for no effect and ±100 for the full control effect
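Cells carrying a force-coupled, tetracycline-inducible human D1 receptor report calcium flux. Each well gets a 10 s baseline, compound with 180 s monitoring, then an EC80 dopamine stimulus with a second 180 s kinetic read.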
RXFP1 antagonist: blocks the human relaxin receptor RXFP1. HEK293-RXFP1, relaxin-stimulated cAMP HTRF, 30 min; hits give low values. activity change, negative = inhibition, % at 57.5 µM. actives 0.59% (n = 350,000);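 active = activity change of -60% or lower, but not beyond a set lower limit; inconclusive = change between -60% and -40%, or beyond the set limit; inactive = change above -40%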; also: % is scaled to controls: 0 for no effect and ±100 for the full control effect
D2 antag: antagonists of human D2 dopamine receptor; AID 485344; HEK293 TREx D2 cells, calcium flux, dopamine EC80; actives 2% (n = 340,000); inhibition, % at 10 µM; P14416; in the data active = inhibition above about 30%; also: 0% is about no effect
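Dopamine at EC80 is the agonist stimulus; test compounds precede it by 180 s. Calcium flux read kinetically in a force-coupled, inducible HEK293 T-REx D2 cell line.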
TRHR enhancer: allosterically enhances the human TRH receptor. TRHR cells, fluo-8 calcium fluorescence, EC20 TRH enhancement. P34981. enhancement, % at 2 µM. actives 0.66% (n = 360,000); in the data active = enhancement above about 30%; also: 0% is about no effect
Target sequence (P34981 whole entry, looked up): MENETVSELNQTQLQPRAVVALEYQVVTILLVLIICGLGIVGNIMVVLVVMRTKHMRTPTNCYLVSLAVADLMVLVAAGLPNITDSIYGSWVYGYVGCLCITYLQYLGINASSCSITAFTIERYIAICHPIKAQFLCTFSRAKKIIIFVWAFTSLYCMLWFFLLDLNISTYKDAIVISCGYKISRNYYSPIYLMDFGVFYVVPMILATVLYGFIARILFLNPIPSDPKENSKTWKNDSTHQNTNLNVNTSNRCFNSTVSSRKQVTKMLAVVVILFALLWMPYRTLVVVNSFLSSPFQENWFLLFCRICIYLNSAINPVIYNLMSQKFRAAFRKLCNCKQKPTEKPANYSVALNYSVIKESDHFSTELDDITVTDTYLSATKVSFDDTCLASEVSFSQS
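Enhancer read-out: after compound pinning and an initial kinetic agonist-mode read, an EC20 of TRH (10 nM final) was injected and fluo-8 calcium signal (Ex 480/Em 530) followed at 1 s/cycle for 100 cycles in TRHR-expressing cells.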
D2 ag: activates the human D2 dopamine receptor; P14416; HEK293 T-REx D2 cells, calcium flux agonist mode; activation, % at 2 µM; actives 0.53% (n = 340,000); AID 485358;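 active = activation over 3 SD above normal in the single-dose calcium agonist read, cut at about 30% in these data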; also: 0% is about no effect
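Agonism scored from kinetic calcium signal (1 read/sec, 180 s) following compound pin transfer, after a 10 s baseline. Cells: HEK293 Trex line expressing inducible D2 receptor coupled to calcium, dye-loaded after overnight culture at 30 C.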
D1 potentiator: human D1 dopamine receptor positive modulation. HEK293 TREx D1 cells, calcium flux, dopamine EC20 potentiation. P21728. actives 0.036% (n = 360,000). potentiation, % at 10 µM. AID 504651; in the data active = potentiation above about 30%; also: 0% is about no effect
* marks the source's active call; other numbers are inactive results.

Screening O=C(NCc1cccnc1)c1ccc(S(=O)(=O)N2CCCCCC2)cc1 returned D1 ag 3.8, D2 PAM -13.4, RXFP1 agonist -0.5%, D1 antag 8.8, RXFP1 antagonist -7.4, D2 antag 7.2, TRHR enhancer 20.5, D2 ag -0.6 and D1 potentiator 6.0.
Screening Cc1ccc(NC(=O)C2CCN(c3nc4ccccc4nc3C(F)(F)F)CC2)cc1F returned D1 ag 6.1, D2 PAM -4.6, RXFP1 agonist 9.5%, D1 antag -1.9, TRHR enhancer 0.0, D2 ag 0.3 and D1 potentiator -5.5.
`Cc1cccc(C)c1OCc1nc2ccccc2c(=O)n1/N=C/c1c[nH]c2ccccc12` gave D1 ag 3.2, D2 PAM 0.7, RXFP1 agonist 1.6%, D1 antag -23.5, RXFP1 antagonist -11.3, D2 antag -4.6, TRHR enhancer -3.0, D2 ag -0.2 and D1 potentiator -3.4.
For COc1ccc(CCN2C(=O)CC(Cc3ccc(C)cc3)C2=O)cc1OC (stereo not drawn) the results were D1 ag 11.1, D2 PAM 4.3, RXFP1 agonist 1.1%, D1 antag -3.5, RXFP1 antagonist 0.1, D2 antag 1.3, TRHR enhancer 5.0, D2 ag 1.0 and D1 potentiator 1.4.
`Cc1coc2c1c(C)cc1oc(=O)c(CC(=O)NCCCN3CCCC3=O)c(C)c12` gave D1 ag 0.2, D2 PAM -2.0, RXFP1 agonist 8.2%, D1 antag -11.2, D2 antag 0.3, TRHR enhancer -3.4, D2 ag -0.9 and D1 potentiator -4.5.
`CCC1CCCCN1CCCNC(=O)c1ccc2c(c1)NC(=O)CS2` (stereo not drawn) gave D1 ag 3.1, D2 PAM 16.1, RXFP1 agonist 2.6%, D1 antag -0.8, RXFP1 antagonist 11.8, D2 antag 2.1, TRHR enhancer -2.4, D2 ag 0.1 and D1 potentiator -5.0.
CCN(CC)S(=O)(=O)c1ccc(OC)c(NC(=O)c2ccc(=O)[nH]c2)c1 was read as D1 ag 0.2, D2 PAM 23.8, RXFP1 agonist inconclusive, D1 antag 1.8, RXFP1 antagonist 3.4, D2 antag -18.1, TRHR enhancer 0.6, D2 ag 0.7 and D1 potentiator 3.8.
`COc1ccc(/C=C2/C(=O)OCc3cc(OC)c(OC)cc32)c(OC)c1` gave D1 ag 1.3, D2 PAM 10.5, RXFP1 agonist 3.2%, D1 antag -0.6, RXFP1 antagonist -4.2, D2 antag 2.8, TRHR enhancer -5.7, D2 ag -1.5 and D1 potentiator -2.0.
CC(C)c1ccc(COc2ccc(C(=O)N3CCOCC3)cc2)cc1 was read as D1 ag 11.6, D2 PAM 1.1, RXFP1 agonist 1.2%, D1 antag -12.0, RXFP1 antagonist -9.8, D2 antag 3.9, TRHR enhancer 12.1, D2 ag -0.9 and D1 potentiator 1.8.
Screening CCCCn1c(SCC(=O)NC2CCS(=O)(=O)C2)nc2ccccc2c1=O (stereo not drawn) returned D1 ag 2.2, RXFP1 agonist 0.5%, D1 antag -1.6, RXFP1 antagonist 3.4, TRHR enhancer -2.1 and D1 potentiator 2.8.
`C/C(=N\NC(=S)NCCc1ccccc1)c1ccc(C)cc1` gave D1 ag 5.6, D2 PAM -3.7, RXFP1 agonist 2.7%, D1 antag 14.2, RXFP1 antagonist -3.8, D2 antag 6.7, TRHR enhancer -8.3, D2 ag 2.0 and D1 potentiator -3.0.
`CC1CC(C)CN(C(=O)Cn2cc(C=O)c3ccccc32)C1` (stereo not drawn) gave D1 ag 9.1, D2 PAM 1.5, RXFP1 agonist 2.0%, D1 antag 12.5, RXFP1 antagonist 1.2, D2 antag -4.7, TRHR enhancer -5.5, D2 ag 0.0 and D1 potentiator -2.6.

Looked up by structure from the entries so far:
`C/C(=N\NC(=S)NCCc1ccccc1)c1ccc(C)cc1` gave D1 ag 5.6, D2 PAM -3.7, RXFP1 agonist 2.7%, D1 antag 14.2, RXFP1 antagonist -3.8, D2 antag 6.7, TRHR enhancer -8.3, D2 ag 2.0 and D1 potentiator -3.0.
`Cc1cccc(C)c1OCc1nc2ccccc2c(=O)n1/N=C/c1c[nH]c2ccccc12` gave D1 ag 3.2, D2 PAM 0.7, RXFP1 agonist 1.6%, D1 antag -23.5, RXFP1 antagonist -11.3, D2 antag -4.6, TRHR enhancer -3.0, D2 ag -0.2 and D1 potentiator -3.4.

Carrying on:
Screening NC(=O)Nc1ccc2c(c1)OCCO2 returned D1 ag 2.3, D2 PAM 14.4, RXFP1 agonist 1.0%, D1 antag 13.3, RXFP1 antagonist 3.9, D2 antag 1.8, TRHR enhancer 8.3, D2 ag 0.5 and D1 potentiator -3.0.
Screening CCOC(=O)C1CCN(C(=O)c2ccccc2NC(=O)c2ccc(Br)cc2)CC1 returned D1 ag 2.3, D2 PAM -3.1, RXFP1 agonist -0.4%, D1 antag 4.2, RXFP1 antagonist -23.3, D2 antag -8.5, TRHR enhancer -2.3, D2 ag 1.2 and D1 potentiator -2.2.
`CCc1ncc(CN2CCCC(C(=O)Nc3cccc(-c4cccc(C)c4)c3)C2)cn1` (stereo not drawn) gave D1 ag 1.2, D2 PAM -1.4, RXFP1 agonist 2.7%, D1 antag -4.8, RXFP1 antagonist -31.9, D2 antag -8.9, TRHR enhancer 8.1, D2 ag -0.4 and D1 potentiator 4.6.
For O=C(Nc1cc2c(ccc3ccccc32)oc1=O)C1CCCCC1 the results were D1 ag 2.8, D2 PAM -10.1, RXFP1 agonist 5.5%, D1 antag -1.7, RXFP1 antagonist 0.1, D2 antag 6.3, TRHR enhancer -4.4, D2 ag 0.4 and D1 potentiator 2.4.
For O=C(NCCC(=O)N1CCC2(CC1)NCCc1[nH]cnc12)c1cccc(Cl)c1 the results were D1 ag -0.1, D2 PAM 1.4, RXFP1 agonist -4.0%, D1 antag -5.7, RXFP1 antagonist -16.6, D2 antag -3.8, TRHR enhancer -5.4, D2 ag 0.8 and D1 potentiator 0.6.
Cn1c(SCC(=O)NC2CC2)nnc1-c1cccc(NC(=O)c2ccccc2F)c1 was read as D1 ag 0.1, D2 PAM -15.7, RXFP1 agonist -1.2%, D1 antag 4.4, RXFP1 antagonist 4.2, D2 antag -15.7, TRHR enhancer 5.8, D2 ag -0.5 and D1 potentiator 0.3.
Screening CCC(Oc1ccccc1)C(=O)Nc1nnc(C(F)(F)F)s1 (stereo not drawn) returned D1 ag 9.5, D2 PAM 18.4, RXFP1 agonist 1.4%, D1 antag 1.5, RXFP1 antagonist 1.8, D2 antag 12.8, TRHR enhancer -4.9, D2 ag 0.2 and D1 potentiator -6.3.
`CCCCn1ccnc1C(=O)c1ccc(S(=O)(=O)N(CCOC)CCOC)cc1` gave D1 ag 4.2, D2 PAM -4.2, RXFP1 agonist 1.8%, D1 antag -11.6, RXFP1 antagonist -6.5, D2 antag -10.1, TRHR enhancer -5.8, D2 ag 0.3 and D1 potentiator -4.5.
Screening Cc1ccc(-n2c(=O)c3cccnc3n2CC(=O)Nc2cc(Cl)ccc2C)cc1 returned D1 ag 1.9, D2 PAM -2.6, RXFP1 agonist -0.9%, D1 antag -14.2, RXFP1 antagonist -17.4, TRHR enhancer 0.7, D2 ag -0.1 and D1 potentiator 2.7.
Screening COc1ccc(N2C(=O)CSC23C(=O)N(CC(=O)Nc2ccccc2F)c2ccccc23)cc1 (stereo not drawn) returned D1 ag 8.6, D2 PAM 5.2, RXFP1 agonist -0.6%, D1 antag -2.2, TRHR enhancer -6.0, D2 ag -1.0 and D1 potentiator -3.3.
For COc1ccc2c(c1)C1NC(=S)NC(C)(O2)C1C(=O)Nc1ccc(C)cc1C (stereo not drawn) the results were D1 ag 1.4, D2 PAM -4.5, RXFP1 agonist 0.5%, D1 antag -9.7, RXFP1 antagonist -0.4, D2 antag -0.3, TRHR enhancer 12.1, D2 ag 5.6 and D1 potentiator -11.3.
For COc1nc(OC)nc(N2CCC(C(=O)NC3CC3)CC2)n1 the results were D1 ag 1.5, D2 PAM -3.5, RXFP1 agonist 0.7%, D1 antag -7.6, RXFP1 antagonist 6.2, D2 antag -4.5, TRHR enhancer 5.0, D2 ag 0.3 and D1 potentiator -4.8.
Screening CCOc1cc(NC(=O)c2ccco2)c(OCC)cc1NC(=O)COc1ccccc1 returned D1 ag 3.1, D2 PAM 2.0, RXFP1 agonist 0.3%, D1 antag -1.0, RXFP1 antagonist -4.2, D2 antag 0.7, TRHR enhancer 15.3, D2 ag 0.3 and D1 potentiator 1.1.
`Cn1nnc2c[n+](CC(=O)c3ccc(Cl)cc3)cc(Br)c21` gave D1 ag 2.4, D2 PAM -1.4, RXFP1 agonist 3.6%, D1 antag 5.1, RXFP1 antagonist -28.7, D2 antag -5.5, TRHR enhancer -0.4, D2 ag 0.1 and D1 potentiator -4.8.
Cc1c(C)n(-c2ccc(Cl)cc2)c2ncnc(N)c12 was read as D1 ag 1.6, D2 PAM -0.6, RXFP1 agonist -0.8%, D1 antag -15.9, RXFP1 antagonist -1.2, D2 antag 2.9, TRHR enhancer 4.7, D2 ag 4.7 and D1 potentiator -5.1.
`COc1ccc(S(=O)(=O)n2ccnc2)cc1C(C)(C)C` gave D1 ag 0.0, D2 PAM 2.8, RXFP1 agonist -1.7%, D1 antag 6.1, TRHR enhancer -3.6, D2 ag -0.1 and D1 potentiator 0.4.
Cc1cscc1NC(=O)/C=C/C(=O)O was read as D1 ag 3.5, D2 PAM -3.8, RXFP1 agonist 0.0%, D1 antag -15.6, RXFP1 antagonist -18.0, D2 antag -13.0, TRHR enhancer -6.0, D2 ag -1.6 and D1 potentiator 0.1.
For CCCOc1ccc(C(C)=O)cc1CSCCC#N the results were D1 ag -0.8, D2 PAM 3.5, RXFP1 agonist 0.5%, D1 antag -9.0, RXFP1 antagonist -4.9, D2 antag -41.1, TRHR enhancer 0.7, D2 ag 0.8 and D1 potentiator -4.9.
CCC(C(=O)Nc1ccc(C)c(Cl)c1)n1c(=O)c(-c2ccccc2NC(C)=O)nc2ccccc21 (stereo not drawn) was read as D1 ag -1.5, D2 PAM -9.6, RXFP1 agonist -1.6%, D1 antag -4.3, RXFP1 antagonist -9.7, TRHR enhancer -2.4 and D1 potentiator -0.9.
`O=c1[nH]c(CSc2nc(-c3ccccc3)cs2)nc2ccccc12` gave D1 ag -0.7, D2 PAM 7.4, RXFP1 agonist -1.1%, D1 antag -4.1, RXFP1 antagonist -31.2, D2 antag -0.1, TRHR enhancer -0.3, D2 ag 0.2 and D1 potentiator -0.7.
`CCOC(=O)c1c(-c2ccc(F)cc2)csc1NC(=O)C1CCCO1` (stereo not drawn) gave D1 ag 5.1, D2 PAM 1.5, RXFP1 agonist -0.9%, D1 antag -8.8, RXFP1 antagonist -18.5, D2 antag 8.6, TRHR enhancer 0.3, D2 ag 0.7 and D1 potentiator -6.6.
For O=[N+]([O-])c1ccc(C(O)CNC(=S)Nc2ccccc2)cc1 (stereo not drawn) the results were D1 ag 22.6, D2 PAM -3.3, RXFP1 agonist 1.2%, D1 antag -14.2, RXFP1 antagonist 3.7, D2 antag 4.0, TRHR enhancer -8.0, D2 ag 2.1 and D1 potentiator -2.8.

This is a subset, so the mix of outcomes need not match the whole.
